# Source: PubChem BioAssay
# BAP1 block = human BAP1 deubiquitinase inhibition; Q92560; recombinant BAP1, Ub-AMC hydrolysis fluorescence kinetic; active compounds read low; activity remaining (% of control), % at 20 µM; 72,000 tested, 0.48% active; AID 436;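 active means activity remaining at or below 50% of control, provided the compound also passes the data quality filters; inactive means the rest, including low values that fail the filters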;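 further: 100% = DMSO wells rate and 0% = substrate alone blank rate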
# Target sequence (Q92560 whole entry, looked up): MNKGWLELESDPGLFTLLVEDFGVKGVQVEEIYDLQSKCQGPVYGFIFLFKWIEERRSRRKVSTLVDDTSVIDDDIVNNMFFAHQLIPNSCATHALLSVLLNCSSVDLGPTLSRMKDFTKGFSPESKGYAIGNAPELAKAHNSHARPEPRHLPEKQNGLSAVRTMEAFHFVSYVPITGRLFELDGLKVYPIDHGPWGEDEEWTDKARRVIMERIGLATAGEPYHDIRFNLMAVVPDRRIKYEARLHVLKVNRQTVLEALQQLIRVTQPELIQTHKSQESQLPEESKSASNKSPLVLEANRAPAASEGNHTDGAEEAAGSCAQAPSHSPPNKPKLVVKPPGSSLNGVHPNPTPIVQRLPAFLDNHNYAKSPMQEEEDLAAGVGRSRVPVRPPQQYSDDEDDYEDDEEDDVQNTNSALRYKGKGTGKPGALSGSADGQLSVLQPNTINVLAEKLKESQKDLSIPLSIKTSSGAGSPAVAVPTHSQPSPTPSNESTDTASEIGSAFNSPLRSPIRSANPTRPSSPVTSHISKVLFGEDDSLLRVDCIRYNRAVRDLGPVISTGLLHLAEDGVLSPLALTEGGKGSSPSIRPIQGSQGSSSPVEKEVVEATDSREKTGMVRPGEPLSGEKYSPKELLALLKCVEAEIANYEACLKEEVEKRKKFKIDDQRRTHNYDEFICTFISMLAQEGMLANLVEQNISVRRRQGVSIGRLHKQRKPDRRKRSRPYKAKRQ
# HePTP inh = human HePTP phosphatase inhibition | 110,000 tested, 0.64% active | inhibition, % at 20 µM | recombinant HePTP phosphatase activity, OD absorbance | P35236; in the data active means inhibition above about 50%;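 further: plate controls were vehicle for no effect and reference inhibitor for full effect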
# Target sequence (P35236 whole entry, looked up): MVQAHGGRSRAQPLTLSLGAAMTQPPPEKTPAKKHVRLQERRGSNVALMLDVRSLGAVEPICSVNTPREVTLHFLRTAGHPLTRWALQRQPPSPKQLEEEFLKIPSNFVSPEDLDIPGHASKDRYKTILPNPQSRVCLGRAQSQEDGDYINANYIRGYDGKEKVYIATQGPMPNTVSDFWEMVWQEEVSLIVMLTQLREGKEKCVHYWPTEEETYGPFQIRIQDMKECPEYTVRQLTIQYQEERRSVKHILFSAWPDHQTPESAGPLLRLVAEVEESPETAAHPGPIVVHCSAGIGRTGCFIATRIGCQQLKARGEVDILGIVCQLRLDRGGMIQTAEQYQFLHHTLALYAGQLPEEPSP
# * hit, by the source's call; . = not tested or not shown; & = joins results of further samples.
Structure,BAP1 block,HePTP inh
CCN(Cc1ccncc1)C(=O)c1cccs1,115,4
COc1cc(C(=O)Nc2ccc(N3C(=O)c4ccc(Cl)cc4C3=O)c(C)c2)cc(OC)c1OC,.,3
CCOc1ccccc1-n1c(SCC(N)=O)nnc1-c1ccco1,97,4
c1ccc(Oc2cccc(OCCCCCCN3CCOCC3)c2)cc1,.,-15
CCOC(=O)C1CCCN(c2ncnc3c2cnn3-c2cccc(C)c2)C1 (stereo not drawn),99,6
O=C1CC(Cc2ccc(Cl)cc2)C(=O)N1c1ccc(Cl)c(Cl)c1 (stereo not drawn),.,4
O=C(CSc1nc(C2CCCCC2)n(-c2ccccc2)n1)NCCN1C(=O)CSC1=O,104,9
O=C(O)c1oc2ccccc2c1CN1CCN(c2ccccc2)CC1,101,5
O=C1c2cccc3cccc(c23)C(=O)N1CCCN1CCCCC1,.,7
CCCCn1c(=N)n(CC(=O)c2cccs2)c2ccccc21,.,-9

# More entries
Structure,BAP1 block,HePTP inh
CN1CCN(c2ccc(NC(=O)c3cccc(OCc4ccccc4)c3)cc2)CC1,62,6
O=C(Nc1cccc(O)c1)c1cc2nc(-c3ccc(F)cc3)cc(C(F)(F)F)n2n1,.,4
O=C(Nc1ccc(-c2nc3ccccc3[nH]2)cc1)c1ccc(F)cc1,.,3
O=C(CSc1ccccc1C(=O)O)NCc1ccco1,116,5
CCc1ccc(/C=C2\C(=O)N(c3ccc(Cl)c(C(=O)O)c3)N=C2C)cc1,.,15
Cc1cc(C)n2nc(C(=O)Oc3ccc4c(c3)OCO4)nc2n1,.,13
CC(C)CCNC(=O)CN(Cc1ccc2c(c1)OCO2)C(=O)Cn1nnc(-c2cccs2)n1,97,-2
COc1ccc(NC(=O)/C=C/c2ccccc2Cl)c(OC)c1,.,-4
c1ccc2c(c1)CCN(c1nc3cc4c(cc3s1)OCO4)C2,72,8
CCOC(=O)c1ccc(NS(=O)(=O)c2cc(C(=O)Nc3ccccc3)ccc2C)cc1,.,-16

# Quoted from the entries so far (6 entries):
Structure,BAP1 block,HePTP inh
CCc1ccc(/C=C2\C(=O)N(c3ccc(Cl)c(C(=O)O)c3)N=C2C)cc1,.,15
Cc1cc(C)n2nc(C(=O)Oc3ccc4c(c3)OCO4)nc2n1,.,13
CC(C)CCNC(=O)CN(Cc1ccc2c(c1)OCO2)C(=O)Cn1nnc(-c2cccs2)n1,97,-2
COc1ccc(NC(=O)/C=C/c2ccccc2Cl)c(OC)c1,.,-4
c1ccc2c(c1)CCN(c1nc3cc4c(cc3s1)OCO4)C2,72,8
CCOC(=O)c1ccc(NS(=O)(=O)c2cc(C(=O)Nc3ccccc3)ccc2C)cc1,.,-16

# The list continues.
Structure,BAP1 block,HePTP inh
Clc1ccc(-c2nc(Cc3ccccc3Cl)no2)cc1,.,-5
Cc1ccc(-c2[nH]nc3c2C(c2ccccc2OC(=O)N2CCOCC2)C(C#N)=C(N)O3)cc1 (stereo not drawn),107,-4
CC(=O)c1ccc(NC(=O)CSc2nnc(Cc3cccn3C)n2-c2ccc(F)cc2)cc1,85,3
Cc1ccc(S(=O)(=O)N(CC(=O)Nc2cccc(C)c2)c2cccc(Cl)c2C)cc1,.,3
CCOC(=O)C1CCCN(c2nc3ccccc3nc2C(C#N)C(=O)OC(C)C)C1 (stereo not drawn),59,-1
CCOc1cc(N2C(=O)CC3CS(=O)(=O)CC32)c(OCC)cc1NC(=O)c1ccccc1 (stereo not drawn),80,6
CCCCN(CCCC)C(=O)c1ccc(Cl)cc1Cl,.,-6
OC1CC(c2ccccc2)NC2(CCCCC2)C1 (stereo not drawn),.,-5
CCOC(=O)c1c(C)[nH]c(C)c1-c1ccccc1Cl,.,-9
N/N=C1\CCCc2c1[nH]c1ccc(C3CCCCC3)cc21,.,-5

# Next part.
Structure,BAP1 block,HePTP inh
C(=N\n1cnnc1)/c1ccccc1OCCOc1ccccc1,101,-2
O=C(O)CSc1nncc2ccccc12,.,-16
O=C(CN1CCCN(S(=O)(=O)c2ccc(Br)cc2)CC1)Nc1ccc2c(c1)OCO2,107,12
O=C(N1CCCCC1)N1CCCN(C(=O)N2CCCCC2)CC1,138,12
Cc1ccc(N2C(=O)c3ccc(C(=O)Nc4ccc5c(c4)OCO5)cc3C2=O)cc1C,.,7
Cc1cnn(C(=S)NCC2CCCO2)c1 (stereo not drawn),74,4
CCOc1ccc(C2=C/C(=C/c3ccc(N(C)C)cc3)C(=O)O2)cc1,.,10
O=C(Nc1ccc([N+](=O)[O-])cc1Br)c1ccc(Br)o1,.,-20
COc1ccc(C(=O)Nc2cc(C)cc(C)c2)c(OC)c1,.,5
CNC(=O)Cn1nc(C)c2ccccc2c1=O,96,10

# The listing continues.
Structure,BAP1 block,HePTP inh
CC(C)c1ccc(/C=C2/SC(=S)N(CN3CCOCC3)C2=O)cc1,.,8
CCOC(=O)C(CC)n1cnc2c(oc3ccccc32)c1=O (stereo not drawn),82,1
COC(=O)c1sccc1NS(=O)(=O)c1ccc(OC)cc1,103,-10&-15
COc1ccccc1NC(=O)N(Cc1ccccc1)C1=NCC(C)S1 (stereo not drawn),77,11
O=C(Nc1ccccc1C(F)(F)F)c1ccc(OC2CSC2)cc1,.,-19
CCOC(=O)c1cc(C)n(Cc2cccc(OC)c2OC)c1C,116,4
O=C1c2ccccc2C(=O)N1CCCc1nc2ccccc2c(=O)n1-c1ccncc1,.,-3
COC(=O)c1ccc(C(=O)OC)c(NC(=O)c2cccc(OC)c2)c1,.,4
CC(C)(C)C(=O)c1no[n+]([O-])c1/C(=N/O)C(C)(C)C,89,9
O=C(Nc1ccccc1C(F)(F)F)N1CCN(c2ccc3nncn3n2)CC1,91,-3

# Remaining list, next part
molecule,BAP1 block,HePTP inh
Cc1ccc(C(=O)Nc2ccncc2)o1,131,-1
Cc1cccc(NC(=O)c2ccccc2OCC(=O)N2CCOCC2)c1C,108,-2
CC(C)c1cc(N2CCN(C(=O)c3ccco3)CC2)n2c(nc3ccccc32)c1C#N,71,4
Clc1ccc(-c2noc(C(c3ccccc3)c3ccccc3)n2)cc1,.,-3
COC(=O)C1(C(=O)OC)C(C)C1(C(=O)OC)C(=O)OC,.,3
CC(C)(C)NC(=O)CN(C(=O)CS(=O)CC(=O)Nc1ccc(F)cc1)c1ccc(F)c(Cl)c1 (stereo not drawn),100,-5
Cc1ccc(C)c(NC(=O)c2nnn(Cc3ccccc3C)c2N)c1,85,5
CCOC(=O)c1[nH]c(C)c(C(=O)NC2CCCCC2)c1C,93,7
O=C(NCCc1cccc(Cl)c1)c1cccnc1,103,3&6
CCN1C(=O)/C(=C\c2cc(Cl)c(O)c(Cl)c2)SC1=S,.,8
COc1ccc(NC(=O)Cn2nc3n(c2=S)CCC3)cc1,106,-12
Cc1[nH]nc2c1C(c1cccc(O)c1)C1=C(CC(C)(C)CC1=O)N2 (stereo not drawn),.,-7
C=CC[n+]1c(/C=C/c2ccc(N(C)C)cc2)ccc2ccccc21,.,-7
CCOC(=O)C1=C(C)NC(=O)N(C(C)=O)C1c1cccc([N+](=O)[O-])c1 (stereo not drawn),.,5
C=CCc1ccccc1OCCOc1c(Br)cc(C=C2C(=O)NC(=S)NC2=O)cc1OC,.,10
COc1cccc(OCCn2cc(/C=N/n3cnnc3)c3ccccc32)c1,.,8
CCn1c(SCC(=O)NCc2ccccc2)nnc1-c1ccccc1O,131,-7
FC(F)(F)c1ccccc1CN1CCN(C2CCCC2)CC1,.,14
O=C(CCNC(=O)Cn1ccc2ccccc2c1=O)NCCN1CCN(c2cccc(Cl)c2)CC1,100,1
CC(C)C(=O)Nc1nnc(Cc2nnc(NC(=O)C(C)C)s2)s1,.,9

# Next part.
molecule,BAP1 block,HePTP inh
O=CNC(Nc1ccc(Cl)cc1Cl)C(Cl)(Cl)Cl (stereo not drawn),.,-6
O=C1c2ccccc2C(=O)N1CCCc1nc2ccccc2c(=O)n1Cc1ccco1,81,2&2
CC(C(=O)Nc1ccc(I)cc1)N1C(=O)c2ccccc2C1=O (stereo not drawn),.,39
CC1=C(C#N)C(c2ccccc2F)C2=C(CCCC2=O)N1 (stereo not drawn),.,-10
COC(=O)C1=C(O)/C(=C\c2cccc(Cl)c2)N=C1C,.,-1
O=C(Cc1cn2ccsc2n1)Nc1ccccc1Oc1ccccc1,98,1
CC(C)(C)NC(=O)c1ccc(COc2ccccc2Br)o1,107,-6
O=S(=O)(c1cccc2nsnc12)N1CCN(c2ncccn2)CC1,103,1
O=C(Cn1nc(-c2ccccc2)c2ccccc2c1=O)NCCN1CCOCC1,115,-9
[O-][n+]1c2ccc3nonc3c2nn1-c1ccccc1,88,.
COc1ccc(C2C3=C(CC(C)(C)CC3=O)Nc3nc(SC)[nH]c(=O)c32)cc1 (stereo not drawn),.,5
CCC12CCCN3CCC4(C(=C(C(=O)OC)C1)Nc1ccccc14)C32 (stereo not drawn),76,2
O=C(N/N=C/c1cc(Br)ccc1OCc1ccccc1)C(O)(c1ccccc1)c1ccccc1,.,-5
Cn1cnc2cc(NC(=O)c3ccc(Cl)cc3)ccc21,100,11
CCc1ccccc1NC(=O)C(CC)Sc1nc2cc3c(cc2c(=O)n1Cc1ccco1)OCO3 (stereo not drawn),105,2
O=C(NC1CC1)C1CCCN(C(=O)Nc2ccc(F)cc2)C1 (stereo not drawn),104,8
COc1ccccc1-c1coc2cc(OC(=O)c3cccc(Cl)c3)ccc2c1=O,.,-1
CCOc1ccc(CN2CCN(S(C)(=O)=O)CC2)cc1,.,4
CC(=O)Oc1cccc(C(=O)Nc2cccc(C(=O)c3cccc(C)c3C)c2)c1,.,4
NS(=O)(=O)c1ccc(CCNC(=O)C2CCCN(S(=O)(=O)c3cccnc3)C2)cc1 (stereo not drawn),91,5

# Remaining list, next part.
molecule,BAP1 block,HePTP inh
Cc1nnc(Sc2nc3c(c(=O)n(C)c(=O)n3C)n2Cc2ccccc2Cl)s1,107,.
CCCNC(=O)c1cc(-c2ccc(OC)cc2)on1,88,2
O=C(NCCOc1cccc2ccccc12)Nc1cccc2ccccc12,.,1
NC(=O)NC(Cc1ccccc1)Cc1ccccc1,.,-9
O=C(NCCc1ccc(Cl)cc1)C1CCC(=O)N1C1CCCC1 (stereo not drawn),108,-1
Fc1ccc(OCCN2CCCCC2)cc1,.,2
CCCCCCCCS(=O)(=O)c1sc2nc(C)cc(C)c2c1N,.,6
CC1=C(C(=O)OCCOC(C)C)C(c2cccnc2)C2=C(CCCC2=O)N1 (stereo not drawn),113,1
O=C(Nc1ccccc1I)c1ncn[nH]1,.,10
CCOC(=O)c1sc(NC(=O)CN2CCOCC2)c(C(=O)OCC)c1C,.,6
CCC1(C)Cc2c(sc3[nH]c(=S)n(-c4ccccc4)c(=O)c23)CO1 (stereo not drawn),.,-15
CCc1cc(=O)oc2cc(OCc3ccc(C)cc3)ccc12,.,-1
CCOC(=O)c1[nH]c(C)c(C(=O)NCCN2CCOCC2)c1C,100,6
Cc1cccnc1NC(=O)Nc1cccc(F)c1,.,-1
COc1cccc(Cn2nnc(C(=O)Nc3cc(Cl)ccc3OC)c2N)c1,82,4
CC(=O)Oc1ccc(N2C(=O)c3ccc(C(=O)c4cccc([N+](=O)[O-])c4)cc3C2=O)cc1,.,-14
O=C(NCc1ccccc1)C(=O)NCc1ccncc1,.,-2
Cc1ccc(C(=O)n2cnnc2N)cc1C,84,4
Cc1cc(=O)oc(C)c1C(=O)NCC1COc2ccccc2O1 (stereo not drawn),83,3
Clc1ccccc1-c1noc(COc2ccc(Br)cc2)n1,.,3

# Next records.
molecule,BAP1 block,HePTP inh
CC1CCN(C(=O)C2CCN(CCCc3ccccc3)CC2)CC1,93,5
CC(C)(C)SCCNC(=O)CN(c1ccc(F)cc1)S(C)(=O)=O,93,8
COc1cc(S(=O)(=O)NCC2COCCO2)ccc1-n1cnnn1 (stereo not drawn),107,10
COc1ccc(N2CC(O)=C(c3nc(C)cs3)C2=N)cc1,.,8
CC1CC(C)CN(S(=O)(=O)c2ccc(C(=O)Nc3nc(-c4ccc(Cl)s4)cs3)cc2)C1 (stereo not drawn),118,.
Cc1ccc(CNC(=O)CCc2nc3ccccc3c(=O)[nH]2)cc1,108,6
COc1cccc(-n2c(O)c(C=Nc3cccc(Cl)c3)c(=O)[nH]c2=O)c1,.,-2
CCNC(=O)c1c(N)sc2c1CCCCC2,79,7&0
CN1C(=O)C(=Cc2ccc(O)c(Cl)c2)C(=O)N(C)C1=O,.,8
O=C(CN1C(=O)/C(=C/c2ccccc2Cl)SC1=S)Nc1ccc(C(=O)O)cc1,.,96*
O=C(CCc1nc(-c2ccccc2F)no1)NCCN1CCN(Cc2ccccc2)CC1,100,1
CCC(C)(C)n1nnnc1C(C(C)C)N1CCC(C(N)=O)CC1 (stereo not drawn),110,4
CCc1ccccc1NC1=C(Cl)C(=O)N(c2cccc(Cl)c2)C1=O,93,.
O=c1c(Cc2ccccc2)c(O)nc2n1CCS2,62,5&2
O=C(Nc1ccc2c(c1)oc1ccccc12)c1ccc(Cl)cc1Cl,.,7
CCOc1ccc(NC(=O)c2ccccc2NC(=O)c2cccnc2)cc1,108,.
CC(=O)c1c[nH]c2ccc(C)cc2c1=O,57,5
O=C(Cn1ccccc1=O)c1cccs1,122,7
CCOc1ccccc1NC(=O)CN(c1cccc(OC)c1)S(=O)(=O)c1ccccc1,.,-8
CCOC(=O)CCc1c(C)c2ccc(O)cc2oc1=O,50,15
CCN1C(=O)/C(=C\c2cc(Br)c(OCc3ccccc3F)c(OC)c2)SC1=S,.,-7

# Pulled by structure from above, 5 records:
molecule,BAP1 block,HePTP inh
CC1=C(C#N)C(c2ccccc2F)C2=C(CCCC2=O)N1 (stereo not drawn),.,-10
COC(=O)C1(C(=O)OC)C(C)C1(C(=O)OC)C(=O)OC,.,3
O=C1CC(Cc2ccc(Cl)cc2)C(=O)N1c1ccc(Cl)c(Cl)c1 (stereo not drawn),.,4
O=C(Cn1ccccc1=O)c1cccs1,122,7
NS(=O)(=O)c1ccc(CCNC(=O)C2CCCN(S(=O)(=O)c3cccnc3)C2)cc1 (stereo not drawn),91,5
